High-throughput results (PubChem)
aSyn tox rescue = alpha-synuclein toxicity suppression in yeast; S. cerevisiae alpha-synuclein toxicity rescue, BacTiter-Glo growth, 24 h; Potency, µM (highest dose often 46.1 µM), inactives show at the highest dose growth rescue (activation), most hits filed as activators; 0.02% of 94,000 active; AID 1347070; active = well fitted activation curve with a large enough effect; inconclusive = small, poorly fitted or top-dose-only effect; also: 0% is about no effect
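Growth restoration measured by BacTiter-Glo luminescence after 24 hr at 30 deg C; alpha-synuclein yeast, raffinose-pregrown to mid-log, were added at OD600=0.02 in galactose medium onto pinned compounds.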
* hit, by the source's call; ? = inconclusive; [ ] = dose if it differs, or a comment. Potency is read from the fitted curve at half-maximal effect. A portion of the library. The share of hits here may be higher or lower than overall.

SMILES	aSyn tox rescue
COc1cccc(N2CCN(c3nc4ccc(C(=O)c5ccccc5)cc4n4c(C)nnc34)CC2)c1	-4%
C[C@@H]1CCCCO[C@H](CN(C)C(=O)Cc2ccccc2)[C@@H](C)CN([C@H](C)CO)C(=O)c2cc(NC(=O)Nc3ccccc3)ccc2O1	5%
N#C/C(=C\c1ccccc1OCc1ccc(C(=O)O)cc1)C(=O)Nc1ccc(O)cc1	2%
CC(=O)N1CCCc2cc(S(=O)(=O)N3CCC(C(=O)NCc4cccc(C)c4)CC3)ccc21	2%
O=C(CN(C(=O)CCC(=O)Nc1nccs1)c1cccc(F)c1)NCCc1ccccc1	2%
CCc1ccccc1NC(=O)c1noc2c1CC(C(C)(C)C)CC2 (configuration not stated)	-26%
Cc1c(Cl)cccc1-n1nc(C)c2c(C)cc(=O)n(CC(=O)N3CCCc4ccccc43)c21	4%
Cc1cccc(Nc2ncc(NC(=O)c3cccc(F)c3)c(Nc3cccc(C)c3)n2)c1	-30%
CCS(=O)(=O)Nc1ccc(-c2nc3cccnc3s2)cc1	5%
Cc1cccc2nc(CSc3nc4cc([N+](=O)[O-])ccc4s3)cn12	-5%
CCS(=O)(=O)N1CCc2cc(C(=O)NCCc3ccc(OC)cc3)ccc21	-12%
C=CCn1c(SCC(=O)NC2(C#N)CCCCC2)nnc1-c1ccncc1	1%
CC(C)(C)C(=O)NCCn1ccc2ccccc21	-2%
Cc1ccc(C(=O)Nc2ccc(F)cc2)cc1S(=O)(=O)N1CCCCCC1	1%
O=C(NC1CCCC1)c1ccc2c(=O)n(Cc3ccccc3)c(SCc3cccc([N+](=O)[O-])c3)nc2c1	-9%
O=C(CSc1nc2c([nH]c3ccccc32)c(=O)n1-c1ccc(Cl)cc1)N1CCCC1	10%
Cc1cc(C)cc(Nc2nc3cc(Cl)c(Cl)cc3nc2-n2nc(C)cc2C)c1	-10%
COc1ccccc1-c1ccccc1C1=CC(=O)CC(C)(C)C1=O	1%
COC(=O)COc1ccc(S(=O)(=O)N2CCCCCC2)cc1C	0%
N#C/C(C(=O)N1CCCCC1)=C1/N=C(N)c2ccccc21	-11%
CN(C)S(=O)(=O)c1ccc(/C(O)=C2/C(=O)C(=O)N(CCCN3CCOCC3)C2c2ccncc2)cc1 (configuration not stated)	-4%
O=C(NCc1ccccc1Cl)c1cccc(C(F)(F)F)c1	5%
CCN(CC)c1ccc2cc(-c3nc(-c4cc(OC)c(OC)c(OC)c4)no3)c(=O)oc2c1	-5%
CSCC[C@H](NC(=O)C1CCCC1)c1nc2ccccc2[nH]1	-4%
CCCCC(=O)Nc1ccc(C(=O)OCc2cc(=O)n3nc(C4CC4)sc3n2)cc1	-3%
O=C1CC[C@@H](C(=O)N2CSC[C@@H]2C(=O)Nc2cccc(C(F)(F)F)c2)N1	-5%
CCc1ccccc1NC(=O)CSc1nc2n[nH]c(C)c2c(=N)n1-c1cccc(C)c1	-1%
COc1cccc(C(=O)Nc2nnc(-c3ccccc3)s2)c1OC	-3%
CCOC(=O)c1c(C)oc2nc(C)nc(NCCCN3CCN(c4cc(C)ccc4C)CC3)c12	-13%
COc1ccnc(-n2cccc2C#N)c1C#N	12%
O=C(Nc1c(-c2ccccc2)nc2ccccn12)c1ccccc1F	-3%
O=C(Nc1ccccn1)c1ccc(S(=O)(=O)N2CCCCC2)cc1	3%
COc1ccc(OC)c(/C=C2\SC(N3CCCCC3)=NC2=O)c1	-42%[inhibitor]
COCCCNC(=O)c1ccc(CSc2nc3cccnc3n2Cc2ccc(OC)cc2)cc1	-3%
CCOc1cccc2sc(N(CCN(CC)CC)C(=O)c3ccco3)nc12	-13%
CCOC(=O)c1nc(Nc2cccc(C)c2)c2ccccc2n1	-10%
O=c1[nH]c2ccccc2s1	10%
CC1CCc2noc(NC(=O)c3ccc([N+](=O)[O-])cc3)c2C1 (configuration not stated)	-12%
CN(C)S(=O)(=O)c1ccc2c(c1)N(CC(=O)N1CCN(c3cccc(Cl)c3)CC1)CCS2	-6%
CCOc1ccc(N/C(C)=C\C(=O)c2ccc3c(c2)OCCO3)cc1	0%
O=C1CSC(c2ccccc2Cl)N1 (configuration not stated)	-11%
CCOc1ccc(CCNC(=O)c2cc3sccc3n2CC)cc1OCC	-19%
Cc1onc(-c2ccccc2)c1CNC(=O)Nc1ccc(F)cc1F	-5%
COc1ccccc1-n1c(=O)c2c3c(sc2n(C)c1=O)CN(C(C)=O)CC3	3%
COc1cccc(CC(=O)NC2CCSc3ccccc32)c1 (configuration not stated)	-3%
Cc1ccc(OC(C)C(=O)N2CC(=O)Nc3ccccc32)c(C)c1 (configuration not stated)	-11%
O=C1C=CC(=O)N1Nc1ccc(Br)cc1	-20%
Cc1ccc(C(C(=O)NC(C)(C)C)N(Cc2ccco2)C(=O)CCC(=O)Nc2ccccn2)cc1 (configuration not stated)	1%
COC(=O)c1sc2cccc(F)c2c1S(=O)(=O)Nc1cc(C)c(Cl)cc1OC	10%
CC(=O)N1CCCc2cc(S(=O)(=O)N3CCCC(C(=O)N4CCN(c5ccccc5F)CC4)C3)ccc21 (configuration not stated)	6%
Cc1cc(OCC(=O)Nc2c(C(=O)c3ccccc3)oc3ccccc23)cc(C)c1Cl	0%
CC(=O)c1c(C)[nH]c(C(=O)Nc2cccc(C)c2C)c1C	8%
C=CCNc1nc2c(c(=O)[nH]c(=O)n2C)n1CCCc1ccccc1	-7%
O=S(=O)(NCc1ccc(Cl)cc1)c1ccc(N2CCCCS2(=O)=O)cc1	1%
COc1ccc(/C=C(/NC(=O)c2ccco2)C(=O)NCc2ccco2)cc1	-2%
COc1ccccc1CNC(=O)CCC1N=C2c3ccccc3N=C(SCc3ccc(C)cc3)N2C1=O (configuration not stated)	5%
COc1ccc(/C(C)=N/NS(=O)(=O)c2ccccc2)c(OC)c1	-10%
COc1cc(NC(=O)C(CC(C)C)NS(=O)(=O)c2ccc3c(c2)oc(=O)n3C)c(C(=O)O)cc1OC (configuration not stated)	-15%
COc1ccc(/C=C/C(=O)OCC(=O)Nc2ccc(N3CCOCC3)cc2)cc1OC	-4%
CCOC(=O)c1ccccc1NC(=O)N1CCCN(S(=O)(=O)c2ccc3c(ccn3CC)c2)CC1	0%

Continued:
SMILES	aSyn tox rescue
Cc1cc(C)cc(NC(=O)C(CC(C)C)NC(=O)C2CCCCC2)c1 (configuration not stated)	6%
Cc1ccc(C)c(S(=O)(=O)N=Nc2c(O)[nH]c3ccccc23)c1	-3%
COc1ccc(N2CCN(C(=O)Cc3coc4cc(C)ccc34)CC2)cc1	11%
CCOc1ccccc1C(=O)Nc1ccc(S(=O)(=O)Nc2nc(C)cc(C)n2)cc1	4%
Cc1ccc(S(=O)(=O)N2CCN(C(=O)c3ccc(-n4cncn4)c([N+](=O)[O-])c3)CC2)c(C)c1	6%
CCOc1c(Br)cc(C2CC(=O)Nc3cc4c(cc32)OCO4)cc1OC (configuration not stated)	-11%
Cc1cccc(OCC(=O)Nc2ccc(Cl)c(-c3nc4ncccc4o3)c2)c1C	-20%
O=C(CSc1nc2c(c(=O)[nH]1)CCC2)Nc1ccccc1F	4%
CCSc1nnc2c(n1)OC(c1ccc(C)cc1)N(C(C)=O)c1ccccc1-2 (configuration not stated)	-1%
COC(=O)c1ccc(COc2ccc(/C=N/N3CCN(C)CC3)cc2)cc1	14%
Fc1ccc(-c2nc(Nc3ccc(F)c(Cl)c3)nc3c2COc2ccccc2-3)cc1	6%
O=S(=O)(c1cccs1)N1CCN(CCOc2ccccc2)CC1	-1%
Cc1nc2nc(C)c(NS(=O)(=O)c3ccc(CC(C)C)cc3)c(=O)n2[nH]1	-3%
CCCc1cc(C(=O)Nc2c(C)nn(Cc3ccc(C)cc3)c2C)no1	9%
Cc1ccc(NC(=O)CSc2nc3c(sc4ccccc43)c(=O)n2CCCC(=O)NC2CCCC2)cc1C	-7%
COc1cccc(CNC(=O)c2cc3c(s2)-c2ccccc2OC3)c1	7%
COC(=O)C(=O)/C=C(\O)c1c(C)cc(C)cc1C	-5%
O=C(NNC(=S)Nc1ccccc1)c1ccccc1[N+](=O)[O-]	1%
O=C(Nc1ccccc1)N1CCC(=S)Nc2ccccc21	9%
CCOc1ccc(NC(=O)Cn2nc(Cc3cccnc3)c3ccccc3c2=O)cc1	-4%
CCC(=O)N1c2ccccc2CC1C(=O)NCc1ccc(N(C)C)cc1 (configuration not stated)	-11%
COc1cccc(-c2noc(COc3cccc(C)c3C)n2)c1	-1%
CCOCCCNC(=O)C(c1ccc(Cl)cc1)N(Cc1ccc2c(c1)OCO2)C(=O)c1ccccc1O (configuration not stated)	-3%
CCOc1ccc2nc(N(CCN(CC)CC)C(=O)c3cccc([N+](=O)[O-])c3)sc2c1	3%
CCC(=O)N1CCc2cc(CNS(=O)(=O)c3cccs3)ccc21	-6%
CCOc1ccc(NC(=O)CC2C(=O)N(c3ccccc3)C(=O)N2CCc2ccc(OC)cc2)cc1 (configuration not stated)	6%
Cc1ccc(S(=O)(=O)c2nc(S(=O)(=O)c3ccc(C)cc3)c(NC(C)C)s2)cc1	4%
CCOc1ccc2nc(N(Cc3cccnc3)C(=O)C3CCCCC3)sc2c1	?
N#Cc1ccccc1Cn1c(SCC(=O)Nc2ccc(F)cc2)nc2ccccc21	-1%
COc1ccc2c(C)cc3n[nH]c(=S)n3c2c1	-16%

6 successive records already listed:
SMILES	aSyn tox rescue
CCC(=O)N1CCc2cc(CNS(=O)(=O)c3cccs3)ccc21	-6%
CCOc1ccc(NC(=O)CC2C(=O)N(c3ccccc3)C(=O)N2CCc2ccc(OC)cc2)cc1 (configuration not stated)	6%
Cc1ccc(S(=O)(=O)c2nc(S(=O)(=O)c3ccc(C)cc3)c(NC(C)C)s2)cc1	4%
CCOc1ccc2nc(N(Cc3cccnc3)C(=O)C3CCCCC3)sc2c1	?
N#Cc1ccccc1Cn1c(SCC(=O)Nc2ccc(F)cc2)nc2ccccc21	-1%
COc1ccc2c(C)cc3n[nH]c(=S)n3c2c1	-16%

(next part)
SMILES	aSyn tox rescue
COC(=O)c1nc(NNC(=O)c2ccccc2)sc1-c1ccccc1	-7%
O=C(Cn1c(=O)c2cccn2c2ccccc21)Nc1cc(F)ccc1F	1%
CCc1cccc(CC)c1NC(=O)Cn1c(=O)c(-c2cc(C)ccc2NC(C)=O)nc2ccccc21	-3%
Cn1c(-c2cc(Cl)ccc2O)nc2c1c(=O)[nH]c(=O)n2Cc1ccccc1	1%
O=C(COc1ccccc1F)NCC(c1ccco1)N1CCCC1 (configuration not stated)	2%
CCOC(=O)c1ccccc1NC(=O)C(=O)Nc1ccc2nc3n(c(=O)c2c1)CCCCC3	-3%
O=C(CSC(=S)N1CCCC1)N1CCN(S(=O)(=O)c2ccccc2F)CC1	5%
Nc1c(C(=O)O)sc2nc(-c3ccccc3)cc(-c3ccc(Cl)cc3)c12	-28%
CCOC(=O)C1CCN(C(c2ccc(OC)c(OC)c2)c2sc3nc(C)nn3c2O)CC1 (configuration not stated)	6%
COc1cccc(CNC(=O)CCCCCn2c(=O)[nH]c3cc(OC)c(OC)cc3c2=O)c1	-9%
CN(CC(=O)Nc1cccc(S(=O)(=O)N2CCCC2)c1)CC(=O)Nc1ccc(Cl)c(C(F)(F)F)c1	-4%
CC(C)(C)OC(=O)NNC(=O)Nc1ccccc1C(F)(F)F	9%
Cc1csc2nc(O)c(C(=O)NC3CCCCC3C)c(=O)n12 (configuration not stated)	-8%
COc1ccc(Cl)cc1NC(=O)CCn1c(=O)c2cccn2c2ccccc21	5%
CCOC(=O)C1CCCN(C(=O)c2ccc3c(c2)sc2nc(-c4ccc(CC)cc4)cn23)C1 (configuration not stated)	-5%

The closing 7 entries of the section above are carried over, then new ones follow:
SMILES	aSyn tox rescue
CCOC(=O)C1CCN(C(c2ccc(OC)c(OC)c2)c2sc3nc(C)nn3c2O)CC1 (configuration not stated)	6%
COc1cccc(CNC(=O)CCCCCn2c(=O)[nH]c3cc(OC)c(OC)cc3c2=O)c1	-9%
CN(CC(=O)Nc1cccc(S(=O)(=O)N2CCCC2)c1)CC(=O)Nc1ccc(Cl)c(C(F)(F)F)c1	-4%
CC(C)(C)OC(=O)NNC(=O)Nc1ccccc1C(F)(F)F	9%
Cc1csc2nc(O)c(C(=O)NC3CCCCC3C)c(=O)n12 (configuration not stated)	-8%
COc1ccc(Cl)cc1NC(=O)CCn1c(=O)c2cccn2c2ccccc21	5%
CCOC(=O)C1CCCN(C(=O)c2ccc3c(c2)sc2nc(-c4ccc(CC)cc4)cn23)C1 (configuration not stated)	-5%
O=C(C[C@H]1C[C@@H]2c3cc(NC(=O)C4CCC4)ccc3O[C@@H]2[C@H](CO)O1)NC1CCCCC1	5%
COc1ccc(OC)c2sc(NC(=O)c3ccc(Br)s3)nc12	2%
Cc1cccc(NC(=O)COC(=O)c2nn(-c3ccccc3C(F)(F)F)cc2O)c1C	-2%
Cc1ccc2c(c1)-c1nc(-c3ccccc3)cc(-c3ccccc3)c1CO2	6%
CCOc1ccc(CNC(=O)Cn2ccc3cc(S(=O)(=O)N4CCCCC4)ccc32)cc1	-8%
Cc1nnc(SCc2ccccc2)c2cc3sccc3n12	1%
COc1ccc2cc(S(=O)(=O)NCc3cccnc3)ccc2c1	9%
O=C(NCCc1ccccc1)c1ccc(CSc2nc3ccncc3n2Cc2ccccc2F)cc1	-10%
CCSc1oc(-c2ccco2)nc1S(=O)(=O)c1ccc(Br)cc1	-45%[inhibitor]
CCCOc1ccc(C2c3c(oc4ccc(F)cc4c3=O)C(=O)N2CCc2ccc(OC)cc2)cc1 (configuration not stated)	4%
COc1ccc(C2C(C(=O)Nc3ccc(C)cc3C)=C(C)Nc3nc4ccccc4n32)c(OC)c1 (configuration not stated)	4%
CC1CCC(C(=O)NC(C(=O)OCC(=O)c2ccccc2)C(C)C)CC1 (configuration not stated)	-3%
CCOc1ccc(NC(=O)C(=O)NCC(c2cccnc2)N2CCc3ccccc32)cc1 (configuration not stated)	5%
